LGR2 inh: inhibitors of bursicon-induced LGR2 CRE-luciferase signal, primary screen, cell-based, HEK293, CRE-luciferase reporter, bursicon stimulation; bursicon-stimulated, 4 h; inhibition, % at 9.99 µM; 380,000 compounds, 0.35% hits;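 active means drop in luminescence signal, shown as inhibition above about 50% in the replicate tests, limit read from the data, passing the limit was not always enough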;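 further: agonist challenge used bursicon conditioned medium at about half maximal strength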
ARNT TACC3 PPI: disruptors of ARNT/TACC3 protein interaction, primary screen, biochemical, AlphaScreen, single concentration | AlphaScreen His-ARNT PAS-B/GST-TACC3 binding, luminescence; TACC3 fragment carries E629A point mutation | AID 623870, 2012 | Transforming acidic coiled-coil-containing protein 3 (Homo sapiens), Q9Y6A5 | 390,000 compounds, 0.66% hits | inhibition, % at 9.99 µM;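 active means mean inhibition of replicates at least 50% and at least half of replicates each reaching 50%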;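 further: 0% = complete ARNT plus TACC3 wells and 100% = ARNT alone without TACC3; many hits fall short of the cut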
The depositor's hits bear a star. A portion of the library. The share of hits here may be higher or lower than overall.

Every second line gives: LGR2 inh | ARNT TACC3 PPI
- COc1ccc(CCNC(=O)CSc2nnc(Cc3csc(N)n3)n2C)cc1OC
→ 1.0 | 28.2*
- Cc1cc(C(F)F)n2nc(C(=O)Nc3ccc(S(=O)(=O)N4CCCCCC4)cc3)nc2n1
→ -2.6 | -31.3
- Cc1ccc(-c2nn3c(C)nnc3c3ccccc23)cc1S(=O)(=O)NCCN1CCOCC1
→ -12.7 | 2.3
- Cc1ccc(/C=C/C(=O)O)cc1S(=O)(=O)NCCCO
→ 3.2 | -18.4
- CNC(=S)N1N=C(c2ccc(OC)cc2)CC1c1ccc(N(C)C)cc1 (stereo unspecified)
→ -12.1 | 4.4
- O=C(Nc1ccon1)c1ccccc1F
→ 1.3 | 5.0
- Cc1c(NC(=O)CSc2n[nH]c(-c3ccccc3)n2)c(=O)n(-c2ccccc2)n1C
→ -2.8 | 2.9
- COc1cccc(C2=NOC(C(=O)NCCN3CCOCC3)C2)c1 (stereo unspecified)
→ 2.3 | -9.4
- CCC(C)(C(=O)NC1CCCCC1)N(Cc1cccs1)C(=O)CC1NC(=O)NC1=O (stereo unspecified)
→ -13.1 | -0.3
- COc1ccc(C(=O)NCCSC2CCCCC2)cc1
→ -51.1 | 32.5
- O=C(c1cc(-c2ccc3c(c2)OCO3)on1)N1CCN(c2ccccc2)CC1
→ -70.0 | 4.0
- COC(=O)C1CSC(C(=O)OC)N1C(=O)Nc1ccc(Cl)c(Cl)c1 (stereo unspecified)
→ -5.6 | -0.4
- CC(C)C(NC(=O)COc1ccccc1)C(=O)O (stereo unspecified)
→ 7.3 | -1.9
- Cc1ccc(S(=O)(=O)N/N=C/c2ccc(OS(=O)(=O)c3ccc(C)c([N+](=O)[O-])c3)cc2)cc1
→ 6.9 | 2.2
- Cc1cc(Br)ccc1NC(=O)CCSc1ccccc1
→ -15.8 | -4.2
- COc1ccc(-c2nnc(-c3ccc(N(C)C)cc3)o2)cc1
→ -64.5 | -1.0
- Cn1c(=O)oc2cc(S(=O)(=O)NCCC(=O)N3CC=C(c4ccccc4)CC3)ccc21
→ 7.8 | 5.6
- COC(=O)c1ccccc1NC(=O)c1cnn2c(C(F)F)cc(C3CC3)nc12
→ -6.1 | 3.1
- CN(CP(=O)(O)C(O)c1ccccc1)S(C)(=O)=O (stereo unspecified)
→ 12.5 | 8.0
- COc1cccc(Nc2ncnc3ccccc23)c1
→ -26.9 | 1.2
- CCc1ccccc1NC(=O)N[C@@H](C)C(=O)OC
→ -8.3 | -6.9
- CC(C)CCNC(=O)CSc1nnc(-c2ccc(S(=O)(=O)N3CCCC3)cc2)n1C
→ 7.8 | -4.8
- CC(C)CCNC(=O)Cc1c(C(=O)O)[nH]c2ccc(Cl)cc12
→ 5.4 | -11.5
- CCOc1ccccc1NC(=O)Cc1coc2cc(C)ccc12
→ 21.4 | -1.3
- COC(=O)c1ccc(/C=N/N2CCN(Cc3ccccc3)CC2)cc1
→ 5.4 | 12.4
- N=c1ccn(Cc2ccc(Cl)c(Cl)c2)cc1
→ 14.2 | -5.4
- Cc1cc(C(F)F)n2ncc(C(=O)N3CCc4ccccc4C3)c2n1
→ -12.8 | 21.7
- CCOC(=O)c1c(C)[nH]c(C=Nc2ccc(OC)cc2)c1O
→ -16.7 | 2.0
- CCOC(=O)CNC(=O)Cn1cnc2ccc(S(=O)(=O)N3CCC(C)CC3)cc2c1=O
→ 22.7 | -1.9
- Cc1ccc(OC(C)c2nnc(N)s2)cc1Cl (stereo unspecified)
→ -10.4 | -2.5
- COc1ccc(CC(=O)Nc2c3c(nn2-c2cccc(C)c2C)CS(=O)C3)cc1OC (stereo unspecified)
→ 8.3 | -3.6
- Cc1ccc(-n2nnnc2SCn2nnc3ccccc3c2=O)c(C)c1
→ -27.4 | 24.7
- CN1CCc2c(sc3nc(SCC(=O)N4CCOCC4)nc(N)c23)C1
→ -11.7 | -0.3
- Clc1ccc(Sc2cc(N3CCOCC3)nc(-c3ccccc3)n2)cc1
→ -20.1 | -3.6
- CCCN(Cc1ccccc1)S(=O)(=O)c1ccc(N2C(=O)CCC2=O)cc1
→ 2.5 | 3.0
- CCOc1ccc(NC(=O)Cn2nc(-c3ccccc3Cl)n(CC)c2=S)cc1
→ -0.7 | -4.6
- Fc1ccccc1/C=N/Nc1nn[nH]n1
→ -15.6 | 29.3
- CCCC1(C)Nc2ccccc2-c2nc3ccccc3n21 (stereo unspecified)
→ -43.5 | -8.1
- CCOC(=O)Cn1nnnc1C(C(C)C)N(Cc1cc2c(C)cc(C)cc2[nH]c1=O)C1CCCC1 (stereo unspecified)
→ -3.3 | -31.9
- COc1ccc2oc3cc(C)[n+]([O-])c(-c4ccc(Cl)cc4)c3c2c1
→ 43.4 | -2.6

ARNT TACC3 PPI: entries above that show a hit
Every second line gives: LGR2 inh | ARNT TACC3 PPI
- COc1ccc(CCNC(=O)CSc2nnc(Cc3csc(N)n3)n2C)cc1OC
→ 1.0 | 28.2*

Next part
Every second line gives: LGR2 inh | ARNT TACC3 PPI
- CCOC(=O)CSc1nc2c(sc(=S)n2CCc2ccccc2)c(=O)n1Cc1ccco1
→ -15.7 | -20.5
- CN(C)C(=O)CSc1nnc(C23CC4CC(CC(C4)C2)C3)o1
→ -20.1 | 1.7
- CCCOP(=O)(OCCC)c1c([N+](=O)[O-])cc(C(F)(F)F)cc1[N+](=O)[O-]
→ 13.1 | -2.9
- Cc1nc(N)c(C#N)c(-c2ccccc2)c1C
→ 6.4 | -2.6
- COc1ccccc1N1CCN(/N=C/c2cc(OC)c(OC)c(OC)c2)CC1
→ 15.0 | 12.6
- COC(=O)C1=C(CSc2nncn2C)NC(=O)NC1c1cc(C)ccc1C (stereo unspecified)
→ -2.1 | 32.2
- CCOC(=O)CN1C(=O)C2(OCCCO2)c2ccccc21
→ -0.8 | -12.0
- Cn1c(CN2CCCCC2)nc2cc(NC(=O)c3ccc(Cl)cc3)ccc21
→ -35.6 | 7.1
- Cn1c(=O)c2c(n3cnnc13)-c1ccccc1CC21CCCC1
→ 2.2 | -9.1
- CCOc1cc(C)nc(Oc2ccc(=O)[nH]n2)n1
→ -20.3 | 0.4
- CCOc1nnc(C)c2c(C)n(-c3ccc(Cl)cc3)nc12
→ 0.0 | 9.9
- COc1ccc2nc(NC(=O)C3CCCN(S(=O)(=O)c4cccc5nsnc45)C3)sc2c1 (stereo unspecified)
→ 6.5 | 4.6
- Cc1cc(C(=O)Nc2cc(C)n(Cc3ccc(Cl)cc3)n2)no1
→ -1.8 | -0.3
- CCC(=O)Nc1ccc(S(=O)(=O)N2CCCCC2)cc1OC
→ -0.9 | -0.1
- O=C(O)c1cc(NCc2c(F)cccc2Cl)ccc1N1CCOCC1
→ 15.4 | 6.6
- O=C(Cc1ccccc1)N[C@@H](Cc1ccccc1)c1nc2ccccc2[nH]1
→ -19.6 | -2.0
- CN(NS(=O)(=O)c1ccccc1)c1nc2ccccc2nc1C(F)(F)F
→ -8.8 | -5.4
- Cc1ccc(S(=O)(=O)NCCSc2nnc(N)s2)cc1
→ -9.5 | -1.5
- CC(C)Cc1nc2n[nH]c(N)c2c2c1COC(C)(C)C2
→ -19.1 | -2.5
- O=[N+]([O-])c1nn(-c2ccc3c(c2)OCCO3)n(O)c1=NCc1ccc(F)cc1
→ -13.7 | 10.0
- Cc1cccc(NC(=S)NN2CCN(C)CC2)c1
→ -7.3 | 13.6
- O=C(NC(Cc1ccccc1)c1ccc2c(c1)OCCCO2)c1ccccc1F (stereo unspecified)
→ 3.6 | -3.1
- COc1ccc(NC(=O)CSC2CCCCC2)cc1
→ -27.8 | -4.5
- COc1cc(S(=O)(=O)NC(C)C)ccc1Cl
→ 7.4 | 22.3
- O=C(NCc1ccccn1)c1ccc(/C=N/O)nc1
→ 29.1 | 38.2*
- COc1ccc(CCCc2nnc(SCC(=O)Nc3ccc(C)c(C)c3)o2)cc1
→ 7.3 | -3.3
- COc1ccc(-n2c(N)c(C(=O)NCc3cccnc3)sc2=S)cc1
→ 3.1 | -4.3
- CSc1nc2sc3c(c2c(=O)n1C)CCC(C)C3 (stereo unspecified)
→ -64.9 | 0.3
- CCOC(=O)c1c(NC(=O)CSc2nnc(-c3cccnc3)o2)sc(C)c1C
→ -11.3 | -6.4
- O=c1c2ccccc2nc(CSc2nnnn2-c2ccccc2)n1-c1ccccc1Cl
→ 7.3 | -4.0
- COc1ccc(-n2ccnc2SCC(=O)Nc2ccc(OC)cc2OC)cc1
→ -4.3 | 24.9
- CCOC(=O)N1CCN(C(=O)c2ccc3c(=O)n(Cc4ccc(Cl)cc4)c(=S)[nH]c3c2)CC1
→ -16.2 | 5.0
- COc1cccc(C(=O)NCC(=O)N2CCC(C)CC2)c1
→ -13.2 | -1.6
- O=S(=O)(c1ccccc1)c1ccc(NCc2ccco2)cc1
→ 1.9 | 1.4
- COc1cccc(C(=O)OC2CCCN(C)C2)c1 (stereo unspecified)
→ 9.5 | -6.3
- Cc1cc(C)nc(NS(=O)(=O)c2ccc(NC(=S)NC(=O)C(C)C)cc2)n1
→ 8.8 | -3.4
- Cc1cc2ccccc2c(=O)[nH]1
→ -6.0 | -26.9
- CCC1Sc2ccccc2N(CC(=O)NCCC2=CCCCC2)C1=O (stereo unspecified)
→ -15.5 | -6.0
- Cc1cc(C)n(CCc2nc(-c3ccc(C)o3)cs2)n1
→ 3.9 | 0.6
- CCCCCCC(=O)NNC(=O)CC(=O)Nc1ccccc1C(=O)O
→ -4.1 | 38.0
- COc1ccc(CNC(=O)C2CC(c3ccc(F)cc3)=NO2)cc1 (stereo unspecified)
→ 18.2 | -1.8
- COc1ccc(-c2csc(Nc3ncccc3C)n2)cc1
→ -46.4 | -1.7
- COCCCNC(=O)c1cc(Sc2ccc(F)cc2)nc2ccccc12
→ 2.5 | -16.5
- COc1cc(NC(=O)CC2NCCNC2=O)cc(OC)c1 (stereo unspecified)
→ 5.1 | -1.6
- COc1cc(/C=N/Nc2nn3cnnc3c3ccccc23)ccc1O
→ -4.5 | 50.0*
- CCn1ncc(Br)c1C(=O)Nc1ccc(Cl)cn1
→ -1.9 | -15.1
- Cc1sc(NC(=O)c2ccccc2)c(C#N)c1-c1ccccc1
→ -77.0 | -6.3
- COCCSc1nnc(NC(=O)C(C)(C)C)s1
→ -46.6 | -5.2
- COc1ccc(CN2CCCC2C(=O)Nc2ccc(OC)c(OC)c2)cc1OC (stereo unspecified)
→ 1.0 | 18.3
- COc1ccc(CN(Cc2ccncc2)C(=O)CCC(=O)O)cc1
→ 0.5 | -4.0
- COc1ccc(NC(=O)CNS(=O)(=O)c2ccc(Cl)cc2)cc1OC
→ -17.5 | -1.4
- CCOC(=O)C(=O)/C(=C\N(C)C)c1onc(-c2c(F)cccc2Cl)c1C(=O)OC
→ 12.1 | -9.2
- CSc1c[n+]2c(n1C)CCC2
→ 3.3 | -10.0
- COc1ccc(Nc2ncnc3c2cnn3Cc2ccccc2)cc1OC
→ 3.2 | 3.2
- Cc1cc(NC(=O)Nc2cccs2)no1
→ 15.6 | -0.9
- COc1cccc(-c2ccc(=O)n(CC(=O)NCCN3CCOCC3)n2)c1
→ -9.7 | 6.4
- CCc1ccc(CCC(=O)Nc2nnc(C)s2)o1
→ -3.7 | -9.2
- CCOC(=O)c1cnc(SC)nc1Sc1cc(Cl)ccc1Cl
→ 15.9 | -2.4
- c1ccc(CSc2nnc(SCc3ccccn3)s2)nc1
→ -41.2 | -0.3
- COc1cc2ncnc(NCc3ccccc3)c2cc1OC
→ 17.7 | 3.8

Next section:
Every second line gives: LGR2 inh | ARNT TACC3 PPI
- COc1cccc(-c2nnc(SCCC(=O)O)n2C)c1
→ 5.9 | 2.6
- CCCCn1nnnc1NCc1cc(OC)c(OC)cc1OC
→ -2.7 | -26.6
- COc1ccc(C(=O)Oc2cc(/C=N/NS(=O)(=O)c3ccc(C)cc3)ccc2OC)cc1
→ 7.1 | -1.9
- CN(O)/C=C1\C(=O)Nc2ccccc21
→ 3.2 | -15.1
- Cc1c(C(=O)N/N=C/c2cccnc2)sc(=S)n1C
→ -8.5 | -25.8
- CCN1CCCC1CNC(=O)C(=O)Nc1ccccc1OC (stereo unspecified)
→ 22.0 | -2.9
- CO/N=C/NC(=O)c1c(OC)ccnc1Oc1cccc(C(F)(F)F)c1
→ 5.8 | 9.6
- Cc1cccc2sc(NC(=O)CN(C)S(=O)(=O)c3ccc(Br)s3)nc12
→ 4.7 | 0.4
- COc1ccc(OC)c(NC(=O)CSc2ncccc2C(=O)O)c1
→ 9.3 | -3.9
- COc1cc2c(cc1NC(=O)COc1ccccc1OC)oc1ccccc12
→ 15.3 | 2.5
- COc1ccc(-n2ncc3c(=O)n(CC(=O)OCc4ccccc4)cnc32)cc1
→ -9.6 | -2.1
- Cc1ccc(N2CC(C(=O)NCc3ccccn3)CC2=O)cc1 (stereo unspecified)
→ 3.7 | -2.0
- O=C(CSc1nc2ccccc2c(=O)n1CC1CCCCC1)N1CCOCC1
→ -7.5 | -4.9
- Cc1nc(NC(=O)C23CCC(C)(C(=O)O2)C3(C)C)sc1C (stereo unspecified)
→ 2.4 | 4.1
- Cc1ccc(C2OCC3(CO)COC(c4ccc(C)cc4)N23)cc1 (stereo unspecified)
→ 3.7 | -3.5

A draw from above in order of SMILES length, smallest number first:
Every second line gives: LGR2 inh | ARNT TACC3 PPI
- c1ccc(CSc2nnc(SCc3ccccn3)s2)nc1
→ -41.2 | -0.3
- COc1ccc2nc(NC(=O)C3CCCN(S(=O)(=O)c4cccc5nsnc45)C3)sc2c1 (stereo unspecified)
→ 6.5 | 4.6
- Cn1c(=O)oc2cc(S(=O)(=O)NCCC(=O)N3CC=C(c4ccccc4)CC3)ccc21
→ 7.8 | 5.6
